Assay outcomes (PubChem)
HTR5A inv ctr: HTR5A inverse agonists in luminescence cell assay, primary screen, counter-screen for OPRM1-OPRD1 heterodimer inverse agonist project, full-deck HTS; AID 504634, 2011; inhibition, % at 9.3 µM; HTR5A cell line, inverse agonism; 340,000 tested, 0.083% active; 5-hydroxytryptamine receptor 5A (Homo sapiens), P47898; in the data active = inhibition mostly above about 23%, no sharp cut-off; inactive = mostly below about 18%;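 also: 0% = cells with DMSO and 100% = no-cell wells with DMSO; some compounds called inactive have numbers as strong as hits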
Target sequence (P47898 whole entry, looked up): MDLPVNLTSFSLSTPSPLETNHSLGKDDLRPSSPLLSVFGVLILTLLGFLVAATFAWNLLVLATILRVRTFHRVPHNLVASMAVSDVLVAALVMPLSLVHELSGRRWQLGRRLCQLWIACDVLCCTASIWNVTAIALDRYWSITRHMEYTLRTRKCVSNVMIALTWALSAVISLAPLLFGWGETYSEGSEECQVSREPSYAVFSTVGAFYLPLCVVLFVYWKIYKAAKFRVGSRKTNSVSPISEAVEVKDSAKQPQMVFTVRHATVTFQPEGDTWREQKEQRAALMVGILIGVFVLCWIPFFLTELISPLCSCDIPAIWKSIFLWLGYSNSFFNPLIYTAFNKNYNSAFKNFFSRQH
RTF Ca sens act: cardiac RTF calcium sensitivity activators, primary screen, biochemical, IANBD-TnC fluorescence, EC20 calcium. Troponin I, cardiac muscle (Homo sapiens) + Troponin T, cardiac muscle (Homo sapiens) + …. IANBD-labeled TnC RTF fluorescence at EC20 calcium; 0% EC20 calcium, 100% full calcium. activation, % at 7.2 µM. 340,000 tested, 0.24% active;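 active = activation above the mean over all tested compounds plus 3 SD, cut at about 30% in these data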;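 also: rise in fluorescence read as greater calcium sensitivity of cardiac thin filaments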
CAL PDZ FP: untagged CAL PDZ binding inhibitors, primary screen, biochemical, fluorescence polarization, HTS. purified CAL PDZ, TMR-peptide fluorescence polarization, 1 h. 300,000 tested, 0.92% active. inhibition, % at 24.9 µM. Golgi-associated PDZ and coiled-coil motif-containing protein (Homo sapiens), Q9HD26;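 active = mean inhibition of at least 30% with at least half of replicates also reaching 30%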;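 also: 0% = DMSO neutral control and 100% = excess unlabeled competitor peptide PRC23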
Keap1 Nrf2 FP: Keap1-Nrf2 protein-protein interaction inhibitors, primary screen, biochemical, fluorescence polarization, single point. Kelch-like ECH-associated protein 1 (Homo sapiens), Q14145. Keap1 Kelch-Nrf2 peptide fluorescence polarization, 1536-well. 340,000 tested, 0.15% active. AID 504523, 2011. inhibition, % at 9.4 µM; in the data active = inhibition above about 12%;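 also: human Keap1 Kelch domain with fluorescein labeled Nrf2 9mer peptide probe; 0% = neutral control wells and 100% = peptide positive control; higher means more block of Keap1 binding to Nrf2 peptide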
Target sequence (Q14145 whole entry, looked up, the tested form may be a part): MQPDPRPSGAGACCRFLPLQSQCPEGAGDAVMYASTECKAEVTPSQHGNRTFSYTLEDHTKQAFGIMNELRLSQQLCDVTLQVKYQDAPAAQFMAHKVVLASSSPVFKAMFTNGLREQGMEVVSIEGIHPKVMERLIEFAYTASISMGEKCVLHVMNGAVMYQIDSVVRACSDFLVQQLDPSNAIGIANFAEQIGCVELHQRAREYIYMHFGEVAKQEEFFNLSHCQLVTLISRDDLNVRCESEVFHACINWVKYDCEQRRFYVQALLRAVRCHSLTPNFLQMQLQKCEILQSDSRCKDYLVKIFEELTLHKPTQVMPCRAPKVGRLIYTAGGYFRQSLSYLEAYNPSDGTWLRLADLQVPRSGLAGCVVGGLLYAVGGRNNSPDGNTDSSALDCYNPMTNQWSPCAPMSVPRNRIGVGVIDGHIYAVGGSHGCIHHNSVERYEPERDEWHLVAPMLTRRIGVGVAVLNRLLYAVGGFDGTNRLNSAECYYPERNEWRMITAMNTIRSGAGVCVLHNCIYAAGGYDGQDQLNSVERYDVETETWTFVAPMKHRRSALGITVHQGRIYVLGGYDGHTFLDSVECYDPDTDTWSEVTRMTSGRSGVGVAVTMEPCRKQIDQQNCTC
OPRM1-OPRD1 inv: inverse agonists of MOR-DOR heterodimerization, primary screen, cell-based, luminescence; cell-based MOR-DOR heterodimer luminescence, inverse agonism; inhibition, % at 9.3 µM; 340,000 tested, 0.21% active; in the data active = inhibition above about 22%, passing the limit was not always enough;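 also: 0% = cells with DMSO and 100% = wells without cells with DMSO; values of inactives mirror those of a sister screen read the other way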
V-ATPase pHluor: regulators of yeast V-ATPase proton pumping, primary screen, pHLuorin cytosolic pH fluorescence; AID 504577, 2011; S. cerevisiae; 350,000 tested, 0.37% active; response, % at 10 µM; in the data active = response mostly above about 7.3%, no sharp cut-off; inactive = mostly below about 5.4%; also: actives read high; inactives centre near 0; some compounds called inactive have numbers as strong as hits; reference of the scale not given here
Cardiac RTF inh: cardiac RTF calcium sensitivity inhibitors, primary screen, biochemical, IANBD-TnC fluorescence, EC70 calcium; IANBD-labeled cardiac RTF, Ca2+ fluorescence; 340,000 tested, 0.12% active; Troponin I, cardiac muscle (Homo sapiens) + Troponin T, cardiac muscle (Homo sapiens) + …; inhibition, % at 7.15 µM;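 active = inhibition above the mean inhibition of all tested compounds plus 3 SD, cut at about 17% in these data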;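 also: assay run at fixed EC70 calcium of 1.6 mM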
MOR-DOR ag: agonists of OPRM1-OPRD1 heterodimerization, primary screen, cell-based, luminescence | 340,000 tested, 0.3% active | activation, % at 9.3 µM | cells | Mu-type opioid receptor (Homo sapiens) + Delta-type opioid receptor (Homo sapiens), …; in the data active = activation above about 18%;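 also: 0% = vehicle-treated cells and 100% = reference agonist; values of inactives mirror those of a sister screen read the other way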
HTR5A ag: HTR5A agonists in luminescence cell assay, primary screen, counter-screen for OPRM1-OPRD1 heterodimer agonist project, full-deck HTS | 5-hydroxytryptamine receptor 5A (Homo sapiens), P47898 | 340,000 tested, 0.61% active | cell-based | activation, % at 9.3 µM; in the data active = activation mostly above about 9.5%, no sharp cut-off; inactive = mostly below about 7.6%;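 also: 0% = cells with vehicle only and 100% = reference agonist; strong numbers were not always called active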
C-LANA FP: inhibitors of KSHV C-LANA binding to DNA, primary screen, biochemical, fluorescence polarization, FAM-LBS DNA, MBP-C-LANA, single point | AID 504423, 2011 | Kaposi's sarcoma herpesvirus LANA C-terminal domain (residues 932-1162) DNA binding | 340,000 tested, 0.078% active | inhibition, % at 9 µM;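 active = highest replicate inhibition at or above 60% at 9 µM, even if other replicates fall short; inactive = all replicates below 60% inhibition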;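 also: 0% = neutral control wells and 100% = 4 µM acridine orange control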
Numbers without * were called inactive; nt = no result given.

SMILES	HTR5A inv ctr	RTF Ca sens act	CAL PDZ FP	Keap1 Nrf2 FP	OPRM1-OPRD1 inv	V-ATPase pHluor	Cardiac RTF inh	MOR-DOR ag	HTR5A ag	C-LANA FP
Fc1ccc(-c2nnc(Cc3ccc(Cl)cc3)o2)cc1	-6	0	-1	-5	-15	-5	-5	2.8	2	-2.2
CC1=CCC2(CO)COC(c3ccccc3O)C1C2 (stereo not drawn)	-12	6	-2	-8	14	2	1	-2.4	3	-0.5
O=C(CCNS(=O)(=O)c1ccc(Br)cc1)NCCc1ccc(Cl)cc1	-1	-4	0	-4	3	1	1	-0.7	-3	-0.5
CCCC(C)NC(C)C(=O)NC1CCCC1 (stereo not drawn)	17	0	-2	-3	14	-2	-4	-2.6	1	1.5
COc1ccccc1Oc1c(C)oc2c(CN(C)C)c(O)ccc2c1=O	-13	-3	-2	-3	13	-1	-10	-2.4	-1	-7.3
N#CC1=C(N)Oc2c(ccc3cccnc23)C1c1cccnc1 (stereo not drawn)	9	-4	-2	2	9	9.7*	8	-1.4	-2	7.3
Oc1ccc2ccccc2c1C=NNc1ccccn1	7	-6	0	-2	-48	-2	-1	11	-2	-0.2
O=C(COC(=O)c1ccc2c(=O)n3c(nc2c1)CCC3)Nc1ccccc1F	-30	2	5	-2	1	0	7	-0.1	11*	-1.3
O=C(CSc1nccn1-c1ccccc1)Nc1ccc2c(c1)OCO2	14	0	-2	4	2	0	-2	-0.3	-3	2.0
CSc1nc(-c2ccccc2)nn1C(=O)c1ccc(C)cc1	14	-3	-2	-24	7	-2	-27	-1.4	2	0.6
Cc1cc(OC(C)C(=O)NCCN2CCOCC2)c2c(C)cc(=O)oc2c1 (stereo not drawn)	-2	-1	-3	0	5	-2	-5	-1.0	-1	-0.4
CCS(=O)(=O)N1Cc2ccccc2CC1C(=O)NC(C)C12CC3CC(CC(C3)C1)C2 (stereo not drawn)	-25	-3	0	0	-12	-8	0	2.1	5	0.4
COc1ccccc1C(=O)NNC(=O)c1ccc(Cl)cc1	31	-6	-2	1	1	-2	-2	-0.2	5	1.0
N#CC1=C(N)Oc2cc(N)ccc2C1C1CC=CCC1 (stereo not drawn)	1	-3	4	0	1	5	2	-0.1	-1	1.8
O=C(CSc1nc2nn(-c3ccccc3)c(=O)c-2c2n1CCCCC2)NCCc1ccccc1	17	0	-3	3	21	2	-1	-4.6	-6	2.4
O=C(Nc1cccc(Br)c1)c1ccc2snnc2c1	1	-4	-1	-8	-49	-1	-5	9.4	7	-2.2
O=C(CSc1nnc(CNC(=O)c2ccco2)o1)Nc1ccc(OC(F)(F)F)cc1	14	3	-3	-1	1	5	-1	-0.2	4	0.3
CCOc1ccc(Oc2ccccc2NC(=O)CCNC(C)=O)cc1	-5	-2	-12	-1	5	-2	-1	-1.1	2	-0.2
Cc1ccc2c(CC(=O)Nc3nc(C)cs3)coc2c1	-13	4	3	-1	-4	7	9	0.7	-2	0.1
NNC(=O)C1CCCN1S(=O)(=O)c1ccc(Cl)cc1 (stereo not drawn)	2	-6	0	0	11	3	-3	-2.0	-1	-0.4

Marked active in V-ATPase pHluor, among the entries above:
structure	RTF Ca sens act	CAL PDZ FP	Keap1 Nrf2 FP	OPRM1-OPRD1 inv	V-ATPase pHluor	Cardiac RTF inh	MOR-DOR ag	C-LANA FP
N#CC1=C(N)Oc2c(ccc3cccnc23)C1c1cccnc1 (stereo not drawn)	-4	-2	2	9	9.7*	8	-1.4	7.3

Part of the list above, set out differently.
O=C(CSc1nc2nn(-c3ccccc3)c(=O)c-2c2n1CCCCC2)NCCc1ccccc1
  HTR5A inv ctr = 17	RTF Ca sens act = 0	CAL PDZ FP = -3	Keap1 Nrf2 FP = 3	OPRM1-OPRD1 inv = 21	V-ATPase pHluor = 2	Cardiac RTF inh = -1	MOR-DOR ag = -4.6	HTR5A ag = -6	C-LANA FP = 2.4

O=C(Nc1cccc(Br)c1)c1ccc2snnc2c1
  HTR5A inv ctr = 1	RTF Ca sens act = -4	CAL PDZ FP = -1	Keap1 Nrf2 FP = -8	OPRM1-OPRD1 inv = -49	V-ATPase pHluor = -1	Cardiac RTF inh = -5	MOR-DOR ag = 9.4	HTR5A ag = 7	C-LANA FP = -2.2

O=C(CSc1nnc(CNC(=O)c2ccco2)o1)Nc1ccc(OC(F)(F)F)cc1
  HTR5A inv ctr = 14	RTF Ca sens act = 3	CAL PDZ FP = -3	Keap1 Nrf2 FP = -1	OPRM1-OPRD1 inv = 1	V-ATPase pHluor = 5	Cardiac RTF inh = -1	MOR-DOR ag = -0.2	HTR5A ag = 4	C-LANA FP = 0.3

CCOc1ccc(Oc2ccccc2NC(=O)CCNC(C)=O)cc1
  HTR5A inv ctr = -5	RTF Ca sens act = -2	CAL PDZ FP = -12	Keap1 Nrf2 FP = -1	OPRM1-OPRD1 inv = 5	V-ATPase pHluor = -2	Cardiac RTF inh = -1	MOR-DOR ag = -1.1	HTR5A ag = 2	C-LANA FP = -0.2

Molecules shown so far with fluorine (three):
SMILES	HTR5A inv ctr	RTF Ca sens act	CAL PDZ FP	Keap1 Nrf2 FP	OPRM1-OPRD1 inv	V-ATPase pHluor	Cardiac RTF inh	MOR-DOR ag	HTR5A ag	C-LANA FP
Fc1ccc(-c2nnc(Cc3ccc(Cl)cc3)o2)cc1	-6	0	-1	-5	-15	-5	-5	2.8	2	-2.2
O=C(COC(=O)c1ccc2c(=O)n3c(nc2c1)CCC3)Nc1ccccc1F	-30	2	5	-2	1	0	7	-0.1	11*	-1.3
O=C(CSc1nnc(CNC(=O)c2ccco2)o1)Nc1ccc(OC(F)(F)F)cc1	14	3	-3	-1	1	5	-1	-0.2	4	0.3

Next structures
SMILES	HTR5A inv ctr	RTF Ca sens act	CAL PDZ FP	Keap1 Nrf2 FP	OPRM1-OPRD1 inv	V-ATPase pHluor	Cardiac RTF inh	MOR-DOR ag	HTR5A ag	C-LANA FP
COc1ccccc1/C=C/C(=O)N1CCCC1	-9	-15	2	1	11	0	9	-1.9	2	-2.6
CCOCC(O)CS(=O)Cc1ccccc1 (stereo not drawn)	-7	9	0	-7	14	0	-19	-2.7	-3	-1.0
COc1ccc(NC(C)C(=O)N/N=C/c2ccccc2OCc2cccc(Br)c2)cc1 (stereo not drawn)	12	-5	0	5	6	-1	4	-1.4	-3	1.3
CCN(CC)C(=O)C(Oc1ccc(C)nc1[N+](=O)[O-])c1ccccc1 (stereo not drawn)	-17	-4	-7	-4	9	1	-22	-1.4	6	-0.1
O=C(NNC(=O)c1ccc2ccccc2c1)c1cccc(Cl)c1	12	1	-5	-4	0	4	0	0.1	-3	-1.2
Cc1c(C(=O)NCCn2ccc3ccccc32)cccc1[N+](=O)[O-]	-9	5	-2	-2	4	-2	-12	-0.7	5	0.3
C=COCCNC(=S)Nc1ccccc1	-3	-3	-1	2	-4	-1	-2	0.9	-1	0.3
O=C(CNC(=S)NC(=O)C1CCCCC1)c1ccccc1	-32	0	2	-3	0	-5	-6	-0.1	3	-2.4
CC(=O)Nc1ccc(NC(=O)CSc2ccc(C(F)(F)F)cc2[N+](=O)[O-])cc1	-13	-4	-3	0	5	-1	1	-0.9	-1	-1.6
CCOc1ccc(C(=O)Cn2cnc3ccccc3c2=O)cc1	9	0	1	-8	-27	2	-26	3.9	2	0.5
COc1cc(C(=O)Nc2nccs2)cc(OC)c1OC	-5	8	1	-4	-8	4	-6	1.6	3	-0.8
COc1cc(C=O)ccc1OCCCCOc1ccccc1[N+](=O)[O-]	-5	2	-5	-1	12	1	1	-2.3	1	0.4
CCC(=O)NC(=S)Nc1ccccc1C(=O)NC1CCCCC1	3	2	-2	-6	15	2	-12	-3.0	-1	-2.2
COc1ccccc1NC(=O)COC(=O)COc1ccccc1F	-14	3	-6	0	4	0	-11	-1.1	6	0.6
O=C(c1ccccc1)c1nn(-c2ccc(Cl)cc2)c(=O)cc1C(F)(F)F	4	-4	0	1	-27	4	-4	5.4	-2	0.1
N#CCCCCn1ccc(NC(=O)c2ccc(Cl)cc2O)n1	-5	5	-5	-3	9	-2	-1	-1.9	2	-3.4
COc1ccc(-n2c(=S)[nH]c3cc(C(=O)Nc4cccc(C)c4)ccc3c2=O)cc1	4	-2	3	-2	-8	3	-18	1.2	4	0.4
Cc1cccc(NC(=O)c2cccc(NC(=O)Cc3cccs3)c2)c1	-6	5	-1	-1	10	2	-13	-1.8	2	0.7
CC(Oc1ccccc1)c1ccn[nH]1 (stereo not drawn)	-10	0	5	-3	12	1	-8	-2.4	4	0.8
O=C(COc1ccc(Cl)cc1)N(Cc1ccccc1)c1ccccn1	-30	-10	0	5	-17	2	-17	2.8	-5	1.6
C/C(=N\OCC(=O)OCC(=O)NC(=O)c1ccccc1)c1ccc2c(c1)OCO2	9	-5	-6	4	2	13	0	-0.4	8	0.2
Cc1cc(C)n2nc(-c3ccccc3)cc2n1	-10	7	2	6	-3	-1	-6	0.6	4	-0.6
O=C(CNC(=O)c1ccc2c(c1)OCCO2)N/N=C/c1ccc([N+](=O)[O-])cc1	12	0	-2	-2	-11	-2	-14	1.7	0	-1.8
CCCc1c(O)nc(SC2CC(=O)N(c3cc(OC)ccc3OC)C2=O)[nH]c1=O (stereo not drawn)	-6	3	1	-1	18	5	3	-3.3	-2	-1.9
O=C(Nc1cccnc1)c1ccc2c(c1)OCO2	-6	2	-1	-3	12	-1	-5	-2.4	2	1.2
Cc1ccc(C(=O)N2CCCC2)cc1S(=O)(=O)Nc1ccccc1	24	-4	1	2	22	1	-4	-5.3	-4	-2.1
Cc1nc(Nc2nc3ccccc3o2)nc2c1CCC2	16	-1	nt	2	17	-4	-4	-3.6	-7	0.6
O=C(COC(=O)c1ccc(S(=O)(=O)NCc2ccco2)cc1)Nc1ccc(Cl)cn1	22	1	-1	-6	-8	-2	8	1.6	5	4.8
